Screens deposited in PubChem BioAssay by Sanford-Burnham Center for Chemical Genomics.
HKDC1 inh: HKDC1 (human) hexokinase inhibition. AID 493160. hit rate 0.16% among 340,000. Q2TB90. inhibition, % at 20 µM. recombinant HKDC1, G6PDH/diaphorase resazurin coupled fluorescence;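 active = inhibition above about 35% when tested at 20 µM, limit read from the data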;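 note: plate controls were DMSO wells with enzyme for no effect and DMSO wells lacking enzyme for full effect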
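Test system: recombinant HKDC1 (HK5) hexokinase enzyme, produced in-house; Amount: enzyme 5 µg/mL final; Buffer or medium: Tris pH 8.0 buffer with MgCl2, Tween-20, BSA, BME; Reagent: glucose and ATP substrates; Doses: 20 µM test compound, 1% DMSO; Incubation: 90 min reaction incubation at room temperature, dark; Detection: resorufin fluorescence at 613 nm.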
SENP8 block-1: inhibitors of human SENP8 protease | Q96LD8 | recombinant SENP8, Nedd8 substrate fluorescence | inhibition, % at 20 µM | hit rate 0.64% among 360,000 | AID 602440; in the data active = inhibition mostly above about 40%, no sharp cut-off; inactive = mostly below about 27%
SENP8 block-2: SENP8 protease inhibition | Q96LD8 | purified SENP8, Z-RLRGG-aminoluciferin cleavage, luminescence | inhibition, % at 10 µM | hit rate 1.2% among 330,000 | AID 2540; in the data active = inhibition above about 50%
Apaf1 inhib: blocks human Apaf-1 apoptosome activity; O14727; reconstituted apoptosome caspase-3 activity, DEVD-Rh110 fluorescence; inhibition, % at 20 µM; hit rate 0.71% among 330,000; AID 489030; active = inhibition of at least 40% at 20 µM;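 note: plate controls were DMSO wells for no effect and DEVD-CHO caspase inhibitor wells for full effect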
Target sequence (O14727 whole entry, looked up): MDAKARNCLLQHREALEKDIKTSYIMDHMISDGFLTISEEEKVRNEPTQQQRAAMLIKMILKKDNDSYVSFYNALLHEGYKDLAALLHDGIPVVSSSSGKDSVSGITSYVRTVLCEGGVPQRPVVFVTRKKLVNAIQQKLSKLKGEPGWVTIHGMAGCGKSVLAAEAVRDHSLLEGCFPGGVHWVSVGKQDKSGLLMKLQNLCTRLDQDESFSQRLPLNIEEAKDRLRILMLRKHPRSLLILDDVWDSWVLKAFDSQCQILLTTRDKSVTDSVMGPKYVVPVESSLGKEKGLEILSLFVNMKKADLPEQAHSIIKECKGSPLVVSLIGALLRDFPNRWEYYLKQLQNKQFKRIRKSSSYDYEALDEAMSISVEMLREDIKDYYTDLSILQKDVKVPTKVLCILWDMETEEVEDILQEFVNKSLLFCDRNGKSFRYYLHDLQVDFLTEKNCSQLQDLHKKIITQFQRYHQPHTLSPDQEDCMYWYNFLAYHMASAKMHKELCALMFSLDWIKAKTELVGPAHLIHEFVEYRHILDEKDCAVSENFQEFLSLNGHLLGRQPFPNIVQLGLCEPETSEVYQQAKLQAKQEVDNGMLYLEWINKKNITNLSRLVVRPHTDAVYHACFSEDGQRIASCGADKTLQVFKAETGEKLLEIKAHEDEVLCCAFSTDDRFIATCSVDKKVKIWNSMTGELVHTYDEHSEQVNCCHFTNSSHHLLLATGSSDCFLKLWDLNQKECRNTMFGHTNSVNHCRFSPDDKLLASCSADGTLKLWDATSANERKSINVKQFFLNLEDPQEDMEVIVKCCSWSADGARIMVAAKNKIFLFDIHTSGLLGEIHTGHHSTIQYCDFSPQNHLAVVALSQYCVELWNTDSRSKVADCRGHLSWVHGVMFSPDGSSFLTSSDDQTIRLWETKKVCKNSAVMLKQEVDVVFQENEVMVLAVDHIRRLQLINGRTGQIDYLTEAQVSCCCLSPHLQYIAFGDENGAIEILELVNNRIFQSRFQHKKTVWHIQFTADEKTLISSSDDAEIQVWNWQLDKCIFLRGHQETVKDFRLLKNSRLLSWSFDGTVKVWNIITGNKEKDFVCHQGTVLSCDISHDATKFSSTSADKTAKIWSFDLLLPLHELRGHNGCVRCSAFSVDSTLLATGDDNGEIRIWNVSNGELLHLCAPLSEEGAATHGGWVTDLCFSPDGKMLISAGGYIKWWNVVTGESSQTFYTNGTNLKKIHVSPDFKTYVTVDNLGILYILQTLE
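Medium: Hepes buffer, pH 7.5 / System: biochemical Apaf-1 apoptosome reconstitution / Measured by: Rh110 fluorescence, excitation 480 nm, emission 540 nm / Times: compound with Apaf-1, dATP, procaspase-3 30 min, then 50 min reaction, room temperature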
SENP1 FRET inh: inhibitors of human SENP1 SUMO protease catalytic domain; Q9P0U3; recombinant SENP1 catalytic domain, CyPet-SUMO1-YPet FRET cleavage; inhibition, % at 10 µM; hit rate 0.21% among 360,000;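 active = inhibition at least 30% at 10 µM, raw YFP signal under a set limit, fluorescence ratio 0.5 to 1.5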;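 note: 0% = enzyme with DMSO and 100% = no enzyme wells; some results filed as inactive read as strong as hits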
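Assay system – human recombinant His6-tagged SENP1 catalytic domain enzyme · Input – SENP1 enzyme, 20 pM final · Buffer or medium – Tris pH 8 buffer plus EDTA, NaCl, BME, BSA, NP40, catalase · Schedule – 50 min reaction at room temperature · Technique – FRET read of cyan and yellow fluorescence · Control set – no-enzyme wells low, DMSO-plus-enzyme wells high control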
SENP7 inh: blocks the human protease SENP7; Q9BQF6; recombinant SENP7, Z-RLRGG-aminoluciferin luminescence, 40 min; inhibition, % at 5 µM; hit rate 1.5% among 330,000;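 active = inhibition above about 50% at the single test dose, limit read from the data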;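 note: plate controls were DMSO with enzyme for no effect and no enzyme buffer wells for full effect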
PfGluPho inh: PfG6PD (Plasmodium falciparum) enzyme inhibition; hit rate 0.78% among 350,000; AID 504690; PfGluPho enzyme, NADPH resazurin-diaphorase fluorescence; inhibition, % at 20 µM;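 active = inhibition reaching at least a set limit at 20 µM in the primary screen, cut at about 59% in these data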;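 note: 0% = DMSO wells with substrate and 100% = DMSO wells lacking glucose-6-phosphate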
SENP6 block: inhibitors of human SENP6 protease | AID 2599 | inhibition, % at 10 µM | Recombinant SENP6 catalytic domain, aminoluciferin luminescence | Q9GZR1 | hit rate 1.8% among 330,000;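 active = inhibition above about 50% at the single tested dose, limit read from the data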;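 note: plate controls were DMSO wells with enzyme for no effect and DMSO wells lacking enzyme for full effect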
* hit, by the source's call; nt = not tested or not shown.

SMILES | HKDC1 inh | SENP8 block-1 | SENP8 block-2 | Apaf1 inhib | SENP1 FRET inh | SENP7 inh | PfGluPho inh | SENP6 block
CC1CCCC(C)N1C(=O)COc1ccc(F)cc1 (configuration not stated) | -7 | 10 | -8 | 2 | 3 | 0 | -1 | 4
CCOc1ccc(NC(=O)CCCCCN2C(=O)[C@@H]3Cc4ccccc4CN3C2=O)cc1 | 1 | 5 | -3 | -5 | 1 | -3 | -3 | 5
Cc1ccc(C(C(=O)NCc2ccco2)N(CCc2ccccc2)C(=O)Cn2nnc3ccccc32)o1 (configuration not stated) | -3 | 11 | nt | nt | 3 | nt | 14 | nt
Cc1cc(NCc2ccccc2)nc2ccccc12 | 5 | -273 | -3 | 8 | -1 | 8 | 2 | -11
O=C(Cn1[nH]c(=O)c2ccccc2c1=O)N1CCN(S(=O)(=O)c2ccc(Cl)cc2)CC1 | 3 | 2 | -6 | 0 | 2 | 5 | -15 | 13
COc1ccc(/C=N/NC(=O)c2ccc[nH]2)cc1 | -3 | 6 | 77* | 5 | 1 | 88* | 18 | 79*
CN(C)S(=O)(=O)c1ccc(C(=O)N(c2ccccn2)c2ccccn2)cc1 | -13 | 11 | 0 | -16 | 1 | 6 | -5 | 2
O=C(Nc1cc(Cl)cc(Cl)c1)Nc1cnccn1 | -6 | 7 | -4 | 9 | 2 | -8 | -8 | -2
O=C(NC1CCCCC1)NC1CC2CCC(C1)N2C(=O)NCc1ccccc1 (configuration not stated) | nt | nt | 1 | -2 | nt | 4 | nt | 4
Cc1cc([N+](=O)[O-])cc2c1NC(=O)C2(O)N1CCOCC1 (configuration not stated) | -4 | 23 | 4 | 7 | 3 | -4 | 9 | 5
COc1ccc(C2(C(N)=O)CCCCC2)cc1OC | -5 | 27 | 2 | -9 | 4 | 5 | -25 | -2
COc1ccc(C2C(C(=O)c3ccco3)=C(O)C(=O)N2CCN2CCOCC2)cc1 (configuration not stated) | -2 | 12 | 5 | -1 | -2 | 6 | 34 | -6
O=c1ccc(=O)n2n1CC(O)C2 | -9 | 20 | 10 | 1 | 4 | 7 | -15 | 10
CCCOc1ccc(N2C(=O)CC(N3CCC(c4nc5ccccc5o4)CC3)C2=O)cc1 (configuration not stated) | nt | nt | 6 | 11 | nt | 8 | nt | 2
COc1ccc(Cl)cc1N1C(=O)CN(Cc2cc(OC)c(OC)c(OC)c2)C1=S | -2 | 25 | 0 | 11 | 2 | 3 | 46 | 11
O=C(CCCc1cccs1)Nc1nccs1 | -2 | 10 | -2 | -9 | 4 | 5 | -5 | -14
Cc1oc(-c2cc(Cl)cc(Cl)c2)cc1C(=O)NCCc1ccccc1 | 18 | 2 | -6 | 20 | 1 | -1 | 0 | -27
CC(=O)c1ccc(NC(=O)C2(c3ccccc3)CC2(Cl)Cl)cc1 (configuration not stated) | 1 | 10 | -1 | 3 | 2 | 6 | 9 | 11
Cc1ccc(NC(=O)CN(C)C(=O)c2cc(C)on2)cc1 | 3 | 5 | -4 | -6 | 1 | -1 | 10 | 14
Cc1onc(-c2ccccc2Cl)c1C(=O)OCN1C(=O)c2ccccc2C1=O | 6 | 14 | -6 | 6 | -1 | -8 | -12 | -11
COc1ccccc1Cn1c(/C=C/c2ccccc2)nc2ccccc21 | 3 | -324 | 2 | 3 | 3 | 5 | 67* | 11
Cc1ccc([N+](=O)[O-])cc1S(=O)(=O)Nc1ccc(C(=O)N2CCN(C(=O)c3ccco3)CC2)cc1 | 5 | 19 | 1 | -8 | 3 | 3 | -11 | -8
O=S(=O)(c1ccc(Cl)cc1)N1CCN(S(=O)(=O)N2CCCCCC2)CC1 | -3 | 18 | -8 | 0 | 0 | -2 | -19 | 1
CCOC(=O)N1CCN(C(=O)c2ccc(N(Cc3ccccc3Cl)S(C)(=O)=O)cc2)CC1 | 2 | 16 | -3 | 2 | 1 | -7 | -9 | -28
CC(=O)N1CCN(S(=O)(=O)c2cccc(C(=O)Nc3ccc(OC(F)F)cc3)c2)CC1 | -5 | 1 | -9 | 0 | -1 | -3 | 3 | -14
CCOC(=O)N1CCN(C(=O)c2cc3c(s2)-c2c(C)cccc2OC3)CC1 | -1 | -319 | -5 | 13 | -6 | 13 | -4 | 3
CCOC(=O)C1CCCN(C(=O)CN(c2ccc(OC)cc2)S(=O)(=O)c2c(C)noc2C)C1 (configuration not stated) | -3 | 2 | -3 | -6 | 4 | -7 | 2 | -3
Oc1[nH]c2ccccc2c1C=NCC1CCCO1 (configuration not stated) | -6 | 20 | -15 | -7 | 1 | -6 | 15 | -13
CC1CCN(C(=O)c2ccccc2SCC(=O)NCC2CCCCC2)CC1 | -4 | 0 | -3 | 19 | -2 | 11 | -3 | -16
CC1=CCn2c(=O)c3ccccc3c(=O)n2C1 | -9 | 14 | -12 | 1 | 2 | 10 | 3 | -32

SENP7 inh: entries above that show a hit
canonical_smiles	HKDC1 inh	SENP1 FRET inh	SENP7 inh	PfGluPho inh	SENP6 block
COc1ccc(/C=N/NC(=O)c2ccc[nH]2)cc1	-3	1	88*	18	79*

(further entries)
SMILES | HKDC1 inh | SENP8 block-1 | SENP8 block-2 | Apaf1 inhib | SENP1 FRET inh | SENP7 inh | PfGluPho inh | SENP6 block
Cc1ccc([N+](=O)[O-])cc1NC(=S)NCCc1ccccc1 | -4 | 7 | 2 | 0 | 3 | -5 | -14 | -7
O=C(Nc1ccsc1C(=O)NC1CCCCC1)c1ccccc1 | 5 | -114 | 13 | 8 | 0 | 9 | 8 | 0
O=C(COc1ccc(Cl)cc1Cl)Nc1ccc(S(=O)(=O)NC2=NCCCCC2)cc1 | 15 | 2 | -4 | 16 | 1 | -2 | 7 | 0
FC(F)(F)c1ccc(CN2C[C@@H]3C(c4ccc(C(F)(F)F)cc4)C4(c5cccnc5)CC3(C4)[C@H]2c2ccccc2)cc1 (some centres not stated) | 0 | 16 | 0 | 12 | -4 | 7 | 16 | 9
CC1CN(S(=O)(=O)c2ccc(C(=O)Nc3nnc(-c4ccco4)o3)cc2)CC(C)O1 (configuration not stated) | -2 | 10 | 5 | 0 | -1 | 0 | 0 | 11
Cc1ccc(NC(=O)CSc2nc3ccccc3c(=O)n2CCCC(=O)NCCCN2CCOCC2)cc1 | -2 | 17 | 11 | -10 | 3 | -2 | -6 | -23
Cc1ccc(S(=O)(=O)N(C)C)cc1NC(=O)c1ccccc1SCC(=O)N1CCCC1 | -3 | -63 | 4 | 41* | 1 | 1 | 0 | 3
O=C(CN1C(=O)CCS(=O)(=O)c2ccccc21)Nc1ccc(F)cc1 | -4 | 14 | -9 | 9 | -1 | -14 | -6 | -9
Cc1cccc(-c2noc(CN(C)C(=O)COc3ccccc3)n2)c1 | 4 | 4 | -14 | 0 | 1 | 1 | 1 | -11
O=C(COC(=O)c1ccccc1Oc1ccccc1)NC1CCS(=O)(=O)C1 (configuration not stated) | -18 | 10 | -2 | -3 | 1 | 2 | -16 | -26
O=[N+]([O-])c1ccccc1NC(=S)N/N=C/c1ccc(O)c(O)c1 | -3 | 5 | 17 | -9 | -1 | 13 | 0 | 8
COc1cc(N=CC2=C(O)c3ccccc3C2=O)cc(OC)c1 | -3 | 8 | -11 | 1 | 2 | 28 | -7 | 1
Nc1nc(NC(=O)c2ccco2)nn1-c1ccccc1 | -8 | 8 | -6 | -13 | 4 | -17 | -5 | -16
CN(Cc1nc(Cc2ccccc2F)no1)Cc1cccc2ncccc12 | 5 | 7 | 2 | -9 | 0 | 21 | 3 | -11
CCN1CCS/C1=C/C=C/C1=[N+](CC)CCS1 | -9 | 24 | nt | nt | -29 | nt | -4 | nt
O=C(NCCCC1CCCC1)C1CCC(=O)N(Cc2ccccc2F)C1 (configuration not stated) | 1 | -4 | -8 | 16 | 3 | 7 | 0 | 0
Cc1cc(C)cc(C(=O)N2CC(C)OC(C)C2)c1 (configuration not stated) | -2 | 24 | -10 | -4 | -1 | -4 | -14 | -18
CCn1c(=O)n(CC)c2cc(NC(=O)c3ccccc3Cl)ccc21 | -7 | 4 | -2 | -15 | -2 | -9 | 4 | 14
Cc1c(Br)c(C(F)(F)F)nn1CC(=O)N1CCCC1 | -4 | 9 | 9 | -19 | 0 | 3 | 0 | -2
Cc1ccc(NC(=O)C(C)OC(=O)C2CC3CCCC(C2)C3=O)cc1S(=O)(=O)N1CCOCC1 (configuration not stated) | 4 | -42 | nt | nt | -4 | nt | 6 | nt

Entries from the list above containing a CF3 group, in the order listed:
SMILES | HKDC1 inh | SENP8 block-1 | SENP8 block-2 | Apaf1 inhib | SENP1 FRET inh | SENP7 inh | PfGluPho inh | SENP6 block
FC(F)(F)c1ccc(CN2C[C@@H]3C(c4ccc(C(F)(F)F)cc4)C4(c5cccnc5)CC3(C4)[C@H]2c2ccccc2)cc1 (some centres not stated) | 0 | 16 | 0 | 12 | -4 | 7 | 16 | 9
Cc1c(Br)c(C(F)(F)F)nn1CC(=O)N1CCCC1 | -4 | 9 | 9 | -19 | 0 | 3 | 0 | -2

(listing goes on)
SMILES | HKDC1 inh | SENP8 block-1 | SENP8 block-2 | Apaf1 inhib | SENP1 FRET inh | SENP7 inh | PfGluPho inh | SENP6 block
N#C/C(C(=O)NCc1ccco1)=C1/SC=C(c2ccccc2)N1c1ccccc1 | -8 | 4 | 5 | 19 | -6 | 3 | -4 | -12
CCN(CC)CCNC(=O)c1cc(-c2cccnc2)nc2ccc(S(=O)(=O)N3CCC(C)CC3)cc12 | -6 | 22 | -9 | 20 | -1 | 6 | 3 | -7
CC1CCc2c(sc3ncn(N)c(=N)c23)C1 (configuration not stated) | -9 | -132 | -1 | -22 | 0 | 4 | -5 | -7
COc1cccc(NC(=O)Nc2nc(SC)ns2)c1 | -4 | 20 | 82* | -4 | 1 | 77* | -4 | 90*
O=C(Nc1ccc2c(c1)OCO2)N1CCN(c2cccc(C(F)(F)F)c2)CC1 | 6 | 10 | -3 | 10 | -1 | 2 | 25 | -13
Cc1ccc(C)c(N(Cc2cc3ccc(C)cc3[nH]c2=O)C(=O)c2ccco2)c1 | 0 | -68 | -8 | 7 | 1 | -3 | -8 | -15
CCOc1cccc(/C=C2/NC(=O)N(CC(=O)Nc3cccc(C)c3)C2=O)c1O | -4 | -274 | 7 | 13 | 25 | 1 | -8 | 8
O=C(Nc1cccnc1)c1ccc(Cl)c(S(=O)(=O)N2CCOCC2)c1 | -3 | 4 | -2 | -2 | 1 | -3 | -4 | 7
CCCCc1cc(=O)oc2cc(OC(C)C(=O)NCCN3CCOCC3)c(Cl)cc12 (configuration not stated) | -3 | -133 | -12 | -2 | 1 | -15 | -6 | -15
Cc1ccccc1C(=O)NNC(=O)c1ccncc1 | -3 | 12 | -3 | -6 | 2 | -4 | -3 | 20
CC1=C/C(=N\OS(=O)(=O)c2ccccc2)C=CC1=O | 35 | 53* | -2 | 21 | 10 | -6 | 116* | -4
Cc1cnc(NC(=O)c2ccc(Cl)nc2)s1 | -5 | -54 | -8 | 2 | 0 | 1 | 46 | -22
Cc1cc(Oc2ccccc2)nc(-c2ccccc2)n1 | -8 | 8 | -3 | -2 | 2 | -2 | 4 | -7
CC(=O)c1ccc(-c2cccc(-c3cc(=O)oc4ccc(C(C)(C)C)cc34)c2)cc1 | -3 | -5 | nt | 10 | 3 | 4 | 23 | nt
Cc1cccc(C(=O)N/C(=C\c2ccco2)C(=O)N2CCCCCC2)c1 | -8 | 5 | -2 | 12 | 3 | -8 | -16 | -8
CN(C(=O)COC(=O)C12CC3CC(CC(Cl)(C3)C1)C2)c1ccccc1 | 4 | 11 | 11 | 8 | 1 | 1 | -2 | -36
